Source: PubChem BioAssay (National Center for Advancing Translational Sciences (NCATS))
CBFb RUNX1 block – blocks binding between human CBF-beta and RUNX1. AlphaScreen CBFb-His/RUNX1-biotin binding, biochemical. AID 1477. Potency, µM (highest dose often 59.8 µM), for inactives: at the top dose activity, negative = inhibition, most hits filed as inhibitors. 230,000 tested, under 10 active; also: % of control where 0% means no effect
Target sequence (Q01196 whole entry, looked up): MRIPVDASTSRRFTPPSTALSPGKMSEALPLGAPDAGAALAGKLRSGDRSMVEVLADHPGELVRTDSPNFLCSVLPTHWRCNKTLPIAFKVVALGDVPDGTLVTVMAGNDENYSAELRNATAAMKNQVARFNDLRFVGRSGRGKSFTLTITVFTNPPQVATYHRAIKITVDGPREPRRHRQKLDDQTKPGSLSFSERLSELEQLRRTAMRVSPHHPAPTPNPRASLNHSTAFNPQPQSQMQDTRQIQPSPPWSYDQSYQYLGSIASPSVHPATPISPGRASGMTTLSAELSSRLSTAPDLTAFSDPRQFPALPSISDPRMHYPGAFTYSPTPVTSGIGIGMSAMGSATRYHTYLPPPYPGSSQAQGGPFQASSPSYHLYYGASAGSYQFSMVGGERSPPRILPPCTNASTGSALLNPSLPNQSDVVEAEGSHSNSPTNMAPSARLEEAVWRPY
Target sequence (Q13951 whole entry, looked up): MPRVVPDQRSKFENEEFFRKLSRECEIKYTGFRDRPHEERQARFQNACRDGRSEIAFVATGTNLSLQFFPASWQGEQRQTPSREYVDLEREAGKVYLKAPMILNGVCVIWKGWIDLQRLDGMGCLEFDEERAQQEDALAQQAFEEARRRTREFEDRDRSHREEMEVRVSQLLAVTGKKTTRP
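Inhibition was taken as any reduction in AlphaScreen signal from the CBF-beta–RUNX1 pair (His and biotin tags, 30 nM each), measured after compound (15 min) and bead (90 min) incubations at room temperature.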
aGal spleen mod – alpha-galactosidase A (human) modulation; human spleen homogenate, 4MU-alpha-Gal fluorescence, 40 min; P06280; AID 2107; Potency, µM (top dose mostly 80 µM), for inactives: at the top dose activity change, negative = inhibition, hits mostly inhibitors; hit rate 0.008% among 240,000;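 also: potency is read from the fitted curve at half-maximal effect; 0% = enzyme with vehicle and -100% = no enzyme basal signal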
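Human spleen homogenate (1 ug) as enzyme source, 4-methylumbelliferyl-alpha-D-galactopyranoside 1 mM final, citrate/phosphate pH 5.0 with 0.01% Tween-20. Compounds 40 min at 37C, NaOH/glycine stop; fluorescence Ex 365/Em 440, Hill-fit AC50.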
LMNA splice mod – modulators of lamin A splicing. HeLa LMNA splicing GFP/RFP minigene ratio, 48 h. Potency, µM (titrated, usually from 46.1 µM), for inactives: top-dose ratio change, negative = inhibition, most hits filed as inhibitors. hit rate 0.01% among 200,000. AID 1487; active = well fitted inhibition curve with a large enough effect in the signal ratio, with a control signal flat, not every such curve was filed as active; inconclusive = small, poorly fitted or top-dose-only effect, or effect the other way, or a change in a side signal; the % refers to the signal ratio; also: potency is read from the fitted curve at half-maximal effect; % is scaled to controls: 0 for no effect and ±100 for the full control effect
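Read-out is the ratio of GFP to DsRed2 object intensity, acquired by 488 nm laser-scanning cytometry on HeLa lamin A-EGFP minigene reporter cells. Compound incubation 48 hrs at 37 °C in Opti-MEM with 2% FBS; DMSO 0.5% final.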
IMPase Li cell – cell-permeable IMPase inhibitors with lithium potentiation; CHO-M1 cells, IP1 TR-FRET (IP-One), carbachol + lithium; Potency, µM (titrated, usually from 59.4 µM), without a hit: top-dose activity, negative = IMPase inhibition, actives largely listed as inhibitors; hit rate 0.35% among 210,000;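 also: IP1 builds up when IMPase is blocked and the TR-FRET signal falls; potency is read from the fitted curve at half-maximal effect; plate controls were basal vehicle for no effect and high inhibitor control for full effect; nearly all actives have a fitted effect of over 50% in size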
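Steps: plate 2000 CHO-M1 cells per well and culture 16–30 h; add compound and lithium; incubate 30 min, 37C; add d2-IP1 tracer and Eu cryptate anti-IP1 antibody in lysis buffer; read after 10 min at room temperature.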
NPSR antagonist – neuropeptide S receptor (human) antagonism, cAMP; Q6W5P4; CHO-NPSR cells, cAMP TR-FRET, antagonist mode; Potency, µM (doses to about 38.3 µM), without a hit: top-dose activity change, negative = inhibition, usual class: inhibitors; hit rate 1% among 220,000; also: potency is read from the fitted curve at half-maximal effect; % is scaled to controls: 0 for no effect and ±100 for the full control effect; nearly all actives have a fitted effect of over 50% in size; many of its hits are not listed in these tables
Target sequence (Q6W5P4 whole entry, looked up): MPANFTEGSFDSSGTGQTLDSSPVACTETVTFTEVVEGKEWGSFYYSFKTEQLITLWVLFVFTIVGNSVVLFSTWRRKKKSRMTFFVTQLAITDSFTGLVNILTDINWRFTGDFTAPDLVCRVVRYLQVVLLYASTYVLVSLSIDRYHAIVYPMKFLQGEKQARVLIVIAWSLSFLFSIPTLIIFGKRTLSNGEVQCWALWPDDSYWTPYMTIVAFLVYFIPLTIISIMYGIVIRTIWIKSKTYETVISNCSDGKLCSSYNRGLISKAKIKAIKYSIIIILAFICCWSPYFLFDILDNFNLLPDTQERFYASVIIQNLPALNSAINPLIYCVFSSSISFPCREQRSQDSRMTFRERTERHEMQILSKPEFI
Epigenetic derep – epigenetic control regulation, reporter derepression. murine LDR cells, GFP reporter derepression, 30 h. Potency, µM (highest dose often 53.9 µM), inactives show at the highest dose GFP activation, hits mostly activators. hit rate 0.2% among 280,000; also: potency is read from the fitted curve at half-maximal effect; % of control where 0% means no effect; nearly all actives have a fitted effect of over 60% in size
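In this reporter-derepression format, murine cells bearing a silenced integrated CMV-GFP locus incubate with test compound (30 h, 37 C), then are washed and imaged; fluorescent objects of 20–120 um count as induced cells.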
KinaseGlo FLuc – blocks Kinase-Glo luciferase, a counter-screen artifact | Kinase-Glo luciferase, ATP luminescence, 8 min | Potency, µM (top dose mostly 38.3 µM), without a hit: at the highest dose activity change, negative = inhibition, actives largely listed as inhibitors | hit rate 0.28% among 200,000; also: potency is read from the fitted curve at half-maximal effect; % is scaled to controls: 0 for no effect and ±100 for the full control effect; nearly all actives have a fitted effect of over 60% in size
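Compound is pinned into ATP-containing buffer (10 uM ATP, imidazole pH 7.2, 7 mM MgCl2). Kinase-Glo luciferase reagent is then added. Light output is recorded following an 8-min room-temperature incubation.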
An asterisk follows results filed as active; ? = inconclusive; . = not tested or not shown; & = joins results of further samples; [ ] = another dose, or the depositor's remark. Unless noted, calls follow the shape of the dose curve; as a rule, active = well fitted curve in the direction sought with a large enough effect; inconclusive = small, poorly fitted or top-dose-only effect, or another doubt; inactive = no such curve, though single readings can be large; an effect the other way counts as inactive or inconclusive. The list is partial; count on the stated rates, not on these rows.

SMILES | CBFb RUNX1 block | aGal spleen mod | LMNA splice mod | IMPase Li cell | NPSR antagonist | Epigenetic derep | KinaseGlo FLuc
COc1ccc(-c2cnc(N)nc2-c2ccc(OC)cc2O)cc1 | -20% | -1% | 5% | 0%[38.3 µM] | -24%[46.1 µM] | 0.0% | 11%
CCOC(=O)c1cn(CC#N)c2cc(F)c(F)cc2c1=O | 5% | 3% | 14%[46 µM] | 7% | 1% | 2.3% | 0%
O=C(CNC(=O)c1cccc(Cl)c1)N/N=C/C=C/c1ccccc1 | 4% | -8% | -11% | -1% | -30% | 3.7% | -1%
CCS(=O)(=O)N1Cc2ccccc2CC1C(=O)OCC(=O)Nc1ccc(SC(F)F)cc1 (configuration not stated) | -2% | -3% | 16% | 37%[activator][38.3 µM] | -25%[46.1 µM] | -3.6% | -2%
CCOC(=O)N1CCC(n2c(=S)[nH]c3cc(OC)c(OC)cc3c2=O)CC1 | 4% | 2% | -3% | 13%[38.3 µM] | 1%[46.1 µM] | -4.8% | 2%
FC(F)Oc1ccc(NC(=S)N2CCc3ccccc32)cc1 | -6% | 1% | . | 7% | -10% | 1.7% | -4%
COC(=O)c1ccc(COc2nc(C)cc(C)c2C#N)o1 | 6% | -3% | -2% | -2%[38.3 µM] | -4%[46.1 µM] | -1.0% | 2%
CC1=C(C(=O)OC2CCCCCCC2)C(c2cccc(O)c2)NC(=O)N1 (configuration not stated) | 7% | -1% | -15% | 25%[38.3 µM] | -11%[46.1 µM] | -13% | 0%
CCC(C)(C)NC(=O)c1ccc2c(c1)S(=O)(=O)c1ccccc1C2=O | -3% | -15% | 4% | ? | ? | -1.1% | -1%
O=C(Nc1cccc(-c2cnc3ccccc3n2)c1)c1ccncc1 | 8% | -5% | . | 18% | 4% | 8.4% | 0%

Single records (already shown). Values in the order: CBFb RUNX1 block | aGal spleen mod | LMNA splice mod | IMPase Li cell | NPSR antagonist | Epigenetic derep | KinaseGlo FLuc
Record of CCOC(=O)N1CCC(n2c(=S)[nH]c3cc(OC)c(OC)cc3c2=O)CC1 : 4% | 2% | -3% | 13%[38.3 µM] | 1%[46.1 µM] | -4.8% | 2%
Record of COc1ccc(-c2cnc(N)nc2-c2ccc(OC)cc2O)cc1 : -20% | -1% | 5% | 0%[38.3 µM] | -24%[46.1 µM] | 0.0% | 11%

Other records
SMILES | CBFb RUNX1 block | aGal spleen mod | LMNA splice mod | IMPase Li cell | NPSR antagonist | Epigenetic derep | KinaseGlo FLuc
O=C(N/N=C/c1cc(Br)ccc1O)C(c1ccncc1)N1CCOCC1 (configuration not stated) | -2% | 1% | ? | -14% | -18% | -3.9% | 5%
COc1cccc(C(=O)CSc2nnc(-c3cccs3)o2)c1 | 20% | 1% | 0% | 2% | ? | -0.8% | 0%
COc1ccc(N2CCN(C(=O)CN3CCN(c4nc(-c5ccc(F)cc5)cs4)CC3)CC2)cc1 | 2% | -6% | 4%[46 µM] | 20% | 43% | 1.0% | 2%
COc1cccc(NC(=O)CN(C)C(=O)c2ccc3ccccc3c2)c1 | 7% | -20% | 5% | 31%[activator][38.3 µM] | -3%[46.1 µM] | -4.5% | 19%
O=C(Cn1nnc(-c2ccncc2)n1)N(C1CCCCC1)C1CCCCC1 | 1% | -5% | 1% | 43%[activator][38.3 µM] | ? | 1.9% | 1%
O=C(CCCOc1ccc(Cl)cc1Cl)NN1CCOCC1 | 0% | 4% | -4% | -2% | 13% | -1.8% | 3%
CCC(C)C(=O)Nc1cc(OC)c(OC)cc1C(=O)O (configuration not stated) | 7% | 3% | 6% | 14%[38.3 µM] | -5%[46.1 µM] | -1.1% | -1%
N#CC1=C(N)C2=C(N3CCCCC3)CCCC2C1(C#N)C#N (configuration not stated) | ? | 0% | -4% | 47%[activator][38.3 µM] | -19%[46.1 µM] | 0.9% | -4%
CCOc1ccc(NC(=O)c2ccccc2NS(C)(=O)=O)cc1 | 4% | -1% | -3% | -13%[38.3 µM] | -9%[46.1 µM] | -4.5% | 6%
CCOC(=O)c1ccc(NC(=O)c2ccc(CN3CCOCC3)cc2)cc1 | 6% | 9% | ? | 27% | -12%[46.1 µM] | -3.4% | 0%

Reprinted at random: three entries already listed.
SMILES | CBFb RUNX1 block | aGal spleen mod | LMNA splice mod | IMPase Li cell | NPSR antagonist | Epigenetic derep | KinaseGlo FLuc
COc1ccc(N2CCN(C(=O)CN3CCN(c4nc(-c5ccc(F)cc5)cs4)CC3)CC2)cc1 | 2% | -6% | 4%[46 µM] | 20% | 43% | 1.0% | 2%
O=C(CCCOc1ccc(Cl)cc1Cl)NN1CCOCC1 | 0% | 4% | -4% | -2% | 13% | -1.8% | 3%
CCOc1ccc(NC(=O)c2ccccc2NS(C)(=O)=O)cc1 | 4% | -1% | -3% | -13%[38.3 µM] | -9%[46.1 µM] | -4.5% | 6%

Continued.
SMILES | CBFb RUNX1 block | aGal spleen mod | LMNA splice mod | IMPase Li cell | NPSR antagonist | Epigenetic derep | KinaseGlo FLuc
Cc1cccc(-n2c(CCn3nc(C)c([N+](=O)[O-])c3C)n[nH]c2=S)c1 | 3% | -1% | -4% | -3%[38.3 µM] | -21%[46.1 µM] | 0.4% | -4%
O=c1cc(Nc2ccc3c(c2)OCCO3)[nH]c(=O)n1-c1ccc(Br)cc1 | 1% | 1% | -19% | 0% | -13% | -1.0% | 3%
CCCN1C(=O)C2(SC(NC(C)=O)=NN2C(C)=O)c2cc(C)cc(C)c21 (configuration not stated) | 3% | 2% | . | . | 3% | 3.1% | .
O=C(Cc1ccc(Cl)cc1)NCCCn1ccnc1 | 5% | -1% | 4% | 22%[38.3 µM] | 20%[46.1 µM] | -1.2% | 2%
COc1ccc(Cl)cc1NC(=O)CN1C(=O)CCS(=O)(=O)c2ccccc21 | -1% | 3% | -11% | 4% | -3%[46.1 µM] | -0.8% | 4%
CCO[C@H]1OC(C(=O)N2CCCCCCC2)=C[C@@H](c2ccccc2)[C@@H]1CCCO | 6% | 12% | . | 10% | 14% | -0.7% | .
CCCOc1ccc(N2C(=O)C3ON(c4ccccc4)C(c4ccc(O)c(OC)c4)C3C2=O)cc1 (configuration not stated) | -2% | -1% | -9% | -4%[38.3 µM] | -23%[46.1 µM] | -0.6% | -1%
COc1ccc(OC)c(-n2c(SCC(N)=O)nnc2-c2c[nH]c3ccccc23)c1 | -5% | 0% | 4% | 3%[38.3 µM] | -2%[46.1 µM] | -1.2% | -6%
CCOC(=O)c1c(C)c(C(=O)NCCCN2CCCC2=O)c(C)n1CC | 3% | 0% | -3% | 32%[activator][38.3 µM] | -4%[46.1 µM] | 0.8% | 2%
CN(c1cccc(NC(=O)CSc2ccc(Cl)cc2)c1)S(C)(=O)=O | 0% | -25% | ? | 32%[activator][38.3 µM] | -18%[46.1 µM] | -1.0% | -3%
Cc1ccc(CSc2nnc(-c3ccccc3N)c(=O)[nH]2)cc1 | 1% | 0% | 9% | 11%[38.3 µM] | -13%[46.1 µM] | 3.8% | -1%
CC(=O)/C(N=Nc1ccc(OC(F)(F)F)cc1)=C(\C)O | 10% | 0% | . | . | -1% | -1.1% | .
CCSc1nnc(NC(=O)CSc2c(Cl)cccc2Cl)s1 | 8% | 13% | ? | 9%[38.3 µM] | -17%[46.1 µM] | 0.1% | -1%
COc1cccc(OC)c1Oc1ccc(C(F)(F)F)cn1 | -14% | 11% | 3% | 28%[38.3 µM] | -7%[46.1 µM] | -2.1% | -1%
CCN(CC)C(=O)C(Cc1ccccc1)N1C(=O)c2ccccc2C1=O (configuration not stated) | 1% | -2% | -13% | 29%[38.3 µM] | -13%[46.1 µM] | 0.8% | 13%
NC(=O)c1ccc(N2CCCCC2)c(N2C(=O)CCC2=O)c1 | -1% | -4% | -9% | -6%[38.3 µM] | -8%[46.1 µM] | -0.2% | 9%
COc1ccc(OC)c(NC(=O)CC2SC(=Nc3ccc(F)cc3)N(CCC3=CCCCC3)C2=O)c1 (configuration not stated) | -4% | -1% | -8% | 9% | -49% | -1.1% | 0%
Cn1c(=O)c(C(=O)COC(=O)c2cc(C(F)(F)F)nc3c(C(F)(F)F)cccc23)c(N)n(CC2CC2)c1=O | 10% | -1%&-4% | -6% | 6%&17% | -46% | 0.7%&1.9% | -1%&-2%
Cc1ccc(S(=O)(=O)NCC(=O)NC2CCCCCC2)cc1 | 6% | 25% | 5% | 21%[38.3 µM] | -7%[46.1 µM] | 0.0% | -1%
CC(=O)N1CCc2cc(S(=O)(=O)NC(C(=O)Nc3ccc4c(c3)OCCO4)C(C)C)ccc21 (configuration not stated) | -4% | 0% | -3% | 6%[38.3 µM] | -10%[46.1 µM] | 0.0% | 3%
COc1cccc(C(=O)N2CCN(C(=O)c3ccc(-c4ccccc4)cc3)CC2)c1OC | -1% | -6% | ? | 3% | 29% | 0.0% | -6%
CCCCNC(=O)Nc1nnc(-c2ccc(OCC)cc2)o1 | -9% | 5% | -14% | 12%[38.3 µM] | -11%[46.1 µM] | -2.1% | -2%
Cn1nnnc1SCCNC/C=C/c1ccccc1 | 5% | 0% | 5% | . | 5%[46.1 µM] | -4.2% | .
CCn1nc([N+](=O)[O-])c(C(C#N)c2nc3ccccc3n2C)c(Cl)c1=O (configuration not stated) | -16% | -4% | ? | 0% | -11% | 0.0% | -4%
CC(=O)c1cccc(NC(=S)NNC(=O)c2ccc(C)c([N+](=O)[O-])c2)c1 | -10% | 0% | -5%[46 µM] | -4% | -10% | 1.4% | -6%
C=CCc1ccc(OCC(O)CO)c(OC)c1 (configuration not stated) | -2% | 0% | 2% | 29%[38.3 µM] | 4%[46.1 µM] | 0.8% | 20%
CN(C)C(=O)C[n+]1cccc(/C=N/O)c1 | -20% | -10% | -12% | -5% | -17% | -3.2% | 0%
COc1cccc(OCC(=O)O/N=C(\N)c2ccc(OC)c(OC)c2)c1 | ? | 6% | ? | 16% | 14% | 1.0% | -2%
CCCCN(C(=O)CSc1nncn1-c1ccccc1OC)c1c(N)n(Cc2ccccc2)c(=O)[nH]c1=O | 25% | 1% | -7%[46 µM] | 1% | 6% | -1.3% | -3%
CCC(Sc1nc(=O)cc(N)n1-c1cccc(C)c1)C(=O)Nc1cc(C)on1 (configuration not stated) | 0% | 0% | -14% | 2%[38.3 µM] | -9%[46.1 µM] | -0.2% | 3%
CC(/C=C/c1ccccc1)=N\Nc1nc(C)cc(C)n1 | -1% | 5% | ? | 3% | -17% | -0.1% | 1%
